High-throughput results (PubChem BioAssay)
GPR151 ag: activators of human GPR151, primary screen, cell-based, PathHunter beta-arrestin, luminescence; activation, % at 11.2 µM; G-protein coupled receptor 151 (Homo sapiens), Q8TDV0; 1% of 650,000 active; PathHunter beta-arrestin GPR151 cells; in the data active = activation above about 4.9%;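 note: 0% = median of compound wells and 100% = cells with positive control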
Target sequence (Q8TDV0 whole entry, looked up): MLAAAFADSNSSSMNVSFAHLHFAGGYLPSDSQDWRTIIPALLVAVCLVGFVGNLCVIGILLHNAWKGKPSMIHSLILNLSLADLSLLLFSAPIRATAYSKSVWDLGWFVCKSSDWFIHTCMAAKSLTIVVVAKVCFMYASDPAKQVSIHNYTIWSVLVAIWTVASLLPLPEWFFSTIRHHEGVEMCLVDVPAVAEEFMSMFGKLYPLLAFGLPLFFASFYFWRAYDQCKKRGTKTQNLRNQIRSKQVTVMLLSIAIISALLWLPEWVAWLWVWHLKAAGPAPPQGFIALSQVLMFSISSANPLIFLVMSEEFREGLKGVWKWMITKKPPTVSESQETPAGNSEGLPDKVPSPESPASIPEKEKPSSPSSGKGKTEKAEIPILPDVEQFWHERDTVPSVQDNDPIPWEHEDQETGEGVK
MITF inh: MITF inhibitors, primary screen, biochemical, AlphaScreen, human | Microphthalmia-associated transcription factor (Homo sapiens), O75030 | AlphaScreen MITF homodimerization, bead proximity signal | inhibition, % at 2.6 µM | 0.91% of 650,000 active; in the data active = inhibition above about 50%;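 note: 0% = vehicle wells with protein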
Target sequence (O75030 whole entry, looked up): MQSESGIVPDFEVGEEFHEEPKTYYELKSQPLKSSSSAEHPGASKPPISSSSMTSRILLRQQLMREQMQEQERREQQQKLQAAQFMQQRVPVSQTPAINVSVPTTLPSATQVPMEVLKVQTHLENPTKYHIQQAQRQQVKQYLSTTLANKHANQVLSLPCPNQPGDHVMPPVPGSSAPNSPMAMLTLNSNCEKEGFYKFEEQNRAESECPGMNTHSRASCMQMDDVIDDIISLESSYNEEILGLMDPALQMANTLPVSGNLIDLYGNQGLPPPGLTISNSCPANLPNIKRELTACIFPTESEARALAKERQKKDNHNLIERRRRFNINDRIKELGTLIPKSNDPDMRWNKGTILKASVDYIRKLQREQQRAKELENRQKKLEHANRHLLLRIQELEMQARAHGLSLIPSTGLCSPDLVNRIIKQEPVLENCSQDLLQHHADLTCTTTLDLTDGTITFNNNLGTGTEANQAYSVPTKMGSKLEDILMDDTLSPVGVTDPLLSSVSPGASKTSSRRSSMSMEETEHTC
TEAD-YAP inh: TEAD-YAP interaction inhibition, primary screen, TEAD-YAP interaction inhibitor project, luminescence, HEK-TIYL cells | 1.4% of 640,000 active | TEAD-Gal4/YAP UAS-luciferase luminescence | inhibition, % at 9.12 µM; in the data active = inhibition above about 32%;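 note: 0% = median of test compound wells and 100% = reference inhibitor wells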
FBW7 act: FBW7 E3 ligase activators, primary screen, biochemical, AlphaScreen, human | normalized activity (activation), % at 26.1 µM | F-box/WD repeat-containing protein 7 (Homo sapiens), Q969H0 | 0.13% of 650,000 active | AlphaScreen FBW7–phospho-cyclin E peptide binding, activator screen; in the data active = normalized activity above about 1.9%;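 note: purified mutant Fbw7 with reduced substrate affinity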
* marks the source's active call; other numbers are inactive results.

The line under a structure holds: FBW7 act	TEAD-YAP inh	MITF inh	GPR151 ag
COc1cccc(C2CC(c3cccs3)=NN2C(=O)CSc2nnc(CNC(=O)c3cccc(F)c3)n2-c2ccccc2)c1OC (stereo not given)
→ 0.1	-0.1	-8.4	4.4
Cn1c(SCCOc2ccc(Br)cc2)nnc1-c1cccnc1
→ 0.0	4.6	5.9	1.0
CCc1n[nH]c(=S)n1/N=C(\C)c1ccccc1F
→ -0.2	-10.9	-1.1	1.5
CCOc1ccc(N2C(=O)CC(Nc3ccc(N4CCCCC4)cc3)C2=O)cc1 (stereo not given)
→ 0.2	-2.8	5.0	-0.4
Cn1c(=O)c2c(nc(NCCCNc3ccc(Cl)cc3[N+](=O)[O-])n2C)n(C)c1=O
→ 0.0	-9.5	2.6	4.3
CC(C)CC(C(=O)OCC(=O)N1CC(=O)Nc2ccccc21)N1C(=O)c2ccccc2C1=O (stereo not given)
→ -0.1	-3.0	23.0	0.3
CCOc1ccccc1C1C2=C(CCCC2=O)Nc2nnnn21 (stereo not given)
→ -0.1	-8.6	-11.7	0.2
O=[N+]([O-])c1cc(S(=O)(=O)NCc2cccnc2)ccc1Cl
→ -0.1	4.0	1.4	-0.6
C#CCn1c(=NC(=O)c2ccco2)sc2cccc(OC)c21
→ 0.2	3.0	15.9	-1.3
CCCOC(=O)c1ccc(NC(=O)c2ccc(Cl)c(Cl)c2)cc1
→ -0.1	-4.1	4.2	1.1
CC1(C)Cc2nc3sc4c(=O)[nH]cnc4c3cc2CO1
→ 0.2	-24.8	9.7	0.1
NNC(=O)c1nc2ccc(Cl)cn2c1Br
→ 0.2	0.8	6.6	0.6
COC(=O)c1ccc(-c2csc(NC(=O)c3ccc(S(=O)(=O)N4CCCC4)cc3)n2)cc1
→ 0.0	-3.7	0.8	1.4
Clc1ccc(-n2ncc3c(N4CCOCC4)nc(NCCc4cccs4)nc32)cc1
→ 0.3	7.9	16.1	-1.5
CC(C)(C)NC(=S)NNC(=O)c1cccc(Br)c1
→ 0.0	-37.7	-5.9	-2.0
CCCNc1nc(NC2CCN(Cc3ccccc3)CC2)nc2c1ncn2C(C)C
→ 0.1	-3.9	8.9	0.9
COCCNC(=O)c1cccc(OC2CCN(Cc3ccc4nonc4c3)CC2)c1
→ -0.1	0.9	-4.1	-1.4
Cc1ccc(-n2nc(C(=O)NC3CC3)c3c4ccccc4n(C)c3c2=O)cc1
→ 0.4	-3.6	17.4	-0.6
O=C(NCc1nnc(SCc2ccc(Cl)cc2)o1)c1ccccc1
→ -0.2	-15.8	-6.3	-1.0
CCOc1ccccc1NC(=O)N1CCOc2ccc(C)cc21
→ -0.1	-8.0	-3.6	-0.2
CCC(C)Nc1nc(Nc2ccc(OC(F)(F)F)cc2)nc(OCC(F)(F)F)n1 (stereo not given)
→ 0.6	11.1	8.7	0.4
O=C(OCc1nc2ccccc2[nH]1)C12CC3CC(CC(C3)C1)C2
→ 0.0	6.5	-4.1	-1.0
Cc1ccc(-n2c(C)c(C)n3c4c(=O)n(CC(N)=O)c(=O)n(C)c4nc23)cc1C
→ 0.8	2.8	-5.0	-1.7
CCOc1cccc2cc(C(N)=O)c(=Nc3ccc(C#N)cc3)oc12
→ 0.0	2.0	5.8	-0.6
COc1cccc(NC(=O)CSc2nc(NCCc3ccc(OC)c(OC)c3)c3ccccc3n2)c1
→ 0.0	1.4	-6.1	0.5
COc1ccc(C(=O)c2snc(NCc3ccccc3)c2N)cc1
→ 0.0	-20.6	4.8	0.7
CCOc1cc(/C=C2/C(=N)N3C(c4ccccc4)=CSC3=NC2=O)ccc1OCc1ccc([N+](=O)[O-])cc1
→ -0.1	-0.3	7.5	-0.7
Cc1cc(C(F)(F)F)nc2nc(N)ccc12
→ 0.1	-5.2	3.6	0.1
CCOC(=O)c1sc2cc(Br)ccc2c1NC(C)=O
→ -0.1	1.2	9.1	-1.6
COc1ccc(C2(C(=O)N[C@@H](Cn3nc(C4CC4)ccc3=O)C(C)C)CC2)cc1
→ -0.1	14.2	-7.1	1.0
COC(=O)c1ccc(-c2ccc(/C=N/NC(=O)CC3(C)OCCCO3)o2)cc1
→ -0.1	-3.2	-7.2	-0.2
Cc1cc(C)n2nc(C(=O)Nc3c(C)nn(Cc4ccc(F)cc4)c3C)cc2n1
→ 0.1	-7.5	-8.5	1.0
CS(=O)(=O)N(CC(=O)N1CCC(C(N)=O)CC1)c1ccc(Oc2ccccc2)cc1
→ 0.0	-8.1	-1.7	5.0*
Cc1nonc1NC(=O)CN1CCCCC1
→ 0.0	5.5	16.7	-0.9
O=S(=O)(NCCCN1CCOCC1)c1cccc2nsnc12
→ -0.1	-1.3	9.9	0.0
Cc1cnc(-c2ccc(N3CCN(C)CC3)cc2)nc1NC1CC1
→ 0.3	-2.7	0.0	-2.4
CC(Cc1ccccc1)N/C=C1/CC(=O)NC1=O (stereo not given)
→ 0.0	6.3	-4.8	-0.8
CCn1cc(C(=O)N2CCC3(CC2)NC(=O)c2ccccc2N3)c(=O)c2ccc(C)nc21
→ 0.1	-17.3	-5.2	2.0
Cc1noc(C)c1CC(=O)N1CCOc2ccc(CN3CCc4ccccc4C3)cc2C1
→ -0.2	-8.7	0.9	-0.5
Cc1ccc(C)c(N2CCN(C(=O)[C@H]3[C@@H]4C[C@@H]5[C@H]3C(=O)O[C@@H]5C4)CC2)c1
→ 0.1	5.9	3.0	-0.4
CCCCOc1ccc(C(=O)Oc2ccc(C)nc2)cc1
→ -0.2	-9.4	-0.4	1.6
COc1ccc(S(=O)(=O)N(CC(=O)NCC2CCCO2)c2ccc(C)cc2)cc1 (stereo not given)
→ -0.1	7.9	-1.5	-0.1
CCN(CC)CCn1c(NC(=O)c2ccccc2)nc2ccccc21
→ -0.1	13.1	11.1	-0.7
O=C(CCC(=O)OCC(=O)c1ccc([N+](=O)[O-])cc1)Nc1cccc(Cl)c1
→ -0.1	10.2	6.3	1.1
O=C(CCNc1ccccc1)c1cccc([N+](=O)[O-])c1
→ -0.1	-8.4	0.3	1.4
CCOC(=O)C1=C(C)N=c2s/c(=C\c3ccc(O)cc3)c(=O)n2C1c1ccc(Cl)cc1 (stereo not given)
→ 0.0	2.7	6.4	-0.6
COc1ccc(-n2nc([N+](=O)[O-])c(=NCc3ccco3)n2O)cc1
→ 0.0	-23.5	10.8	-0.9
Cc1sc(NC(=O)c2cnccn2)nc1-c1ccc(F)cc1
→ 0.1	8.5	15.5	-1.1
O=C(NCc1ccco1)C1CCCCC1
→ 0.0	-10.1	-2.9	0.0
COc1ccccc1C(=O)Nc1ccccc1N1CCN(C(C)=O)CC1
→ 0.0	4.8	3.9	1.7
COc1cccc(C(NC(=O)C2CCN(C(=O)C(C)(C)C)CC2)c2ccccn2)c1 (stereo not given)
→ -0.7	8.1	-14.4	-0.4
O=C(O)c1cccc(-c2cnc(NCCCc3ccccc3)c3nccn23)c1
→ 0.3	-3.0	-24.8	-0.7
C/C(=N\N)c1c(-c2ccccc2)c2cc(C)ccc2[nH]c1=O
→ 0.0	-1.1	16.7	-1.0
Cc1cc(N2C(=O)C3CC=CCC3C2=O)n[nH]1 (stereo not given)
→ 0.1	-10.5	15.0	-2.3
CC(C)N(CCNc1nc(NCCN2CCOCC2)nc2c1ncn2-c1ccccc1)C(C)C
→ 0.0	11.7	9.2	1.2
COC(=O)C1(C(F)(F)F)N=C(C)OC(N2CCCCC2)=N1 (stereo not given)
→ 0.9	-2.0	15.1	-1.6
Cc1ccc(NC(=O)CSc2nnc(NC(=O)CSc3nnc4n(N)cnn34)s2)cc1
→ 0.0	12.0	9.9	-1.0
COC(=O)c1ccc(NC(=O)CSc2ccc3ccccc3n2)cc1
→ 0.3	1.0	5.8	-0.1
CC(=O)c1cccc(NC(=O)Cn2ccc([N+](=O)[O-])n2)c1
→ 0.4	8.9	14.4	0.4
O=C(O)CCC(=O)N1CCCN(Cc2ccccc2)CC1
→ 1.3	1.4	8.8	-0.2

New compounds follow.
The line under a structure holds: FBW7 act	TEAD-YAP inh	MITF inh	GPR151 ag
Cc1cccc(NC(=O)CNC2CC(C)(C)NC(C)(C)C2)c1
→ 0.1	-12.7	13.7	0.2
CCc1ccccc1NC(=O)CN(C)C(=O)CCl
→ 0.0	78.9*	-0.6	-1.5
O=C(Nc1ccc2c(c1)OCCO2)c1cc([N+](=O)[O-])ccc1Br
→ -0.1	22.8	5.8	1.8
COc1cccc(C(=O)Nc2ccc(S(=O)(=O)N3CCOCC3)cc2)c1
→ -0.3	1.8	8.7	0.3
O=C(Cn1ccc2ccccc2c1=O)NCC(=O)Nc1ccc(F)c(Cl)c1
→ 0.2	9.5	13.2	-1.1
CC(C)NC(=O)c1cc2n(n1)C(C(F)(F)F)CC(c1cccs1)N2 (stereo not given)
→ 0.3	-10.2	-2.8	-0.6
C=CCOc1ccc(/C(O)=C2/C(=O)C(=O)N(CCCN3CCOCC3)C2c2ccc(C(C)C)cc2)c(C)c1 (stereo not given)
→ 0.0	-5.2	-15.6	0.6
O=C(CSc1nc2ccccc2c(=O)[nH]1)NCCc1ccccc1
→ 0.1	-9.6	-8.2	-1.4
COc1ccc(OCc2nc3ccccc3n2CCc2ccccc2)cc1
→ -0.1	-8.3	1.4	-0.8
NC(=O)Cn1nc([N+](=O)[O-])nc1Br
→ 1.7	7.1	4.7	-0.8
COc1ccc(-c2nc(C3CCCN3C(=O)NC(C)C)n3ccccc23)cc1 (stereo not given)
→ -0.4	-1.7	13.0	-0.6
O=C(O)Cc1sc(Cc2nc(O)cs2)nc1-c1ccccc1
→ 0.1	-5.7	-6.0	-3.3
O=c1c2cn[nH]c2nc(SCc2c(F)cccc2Cl)n1-c1ccc(Cl)cc1
→ 0.1	5.0	12.2	-0.7
O=C(C1CCCN1S(=O)(=O)c1cccc2nsnc12)N1CCCC1 (stereo not given)
→ -0.2	-3.0	-3.9	1.1
COc1ccccc1CN1CCC2(CCC(CNC(=O)/C=C/c3ccccn3)O2)CC1 (stereo not given)
→ -0.1	10.1	-17.9	0.3
CC(=O)N1CCC2(CC1)C1CN(C(C)=O)CC=C1C(C#N)=C(N)C2(C#N)C#N (stereo not given)
→ 0.0	0.4	14.1	-1.6
COC(=O)C1=C(NC(=O)c2cc(Cl)cc(Cl)c2)CCS1
→ -0.1	11.8	18.3	-1.4
Cc1ccccc1OCc1nc(-c2cccnc2)no1
→ 0.1	-26.9	14.1	-0.4
CC(C)(C)C1=NN(CC(N)=O)C(=O)c2cc3ccccc3n2C1
→ -0.1	0.3	0.2	-0.3
CN1CCC2(CC1)OCc1cc(-c3ccsc3)ccc1O2
→ 0.1	1.4	17.6	1.1

An excerpt from above, limited to TEAD-YAP inh and FBW7 act:
| Compound | TEAD-YAP inh | FBW7 act |
| --- | --- | --- |
| O=C(Nc1ccc2c(c1)OCCO2)c1cc([N+](=O)[O-])ccc1Br | 22.8 | -0.1 |
| COc1cccc(C(=O)Nc2ccc(S(=O)(=O)N3CCOCC3)cc2)c1 | 1.8 | -0.3 |
| O=C(Cn1ccc2ccccc2c1=O)NCC(=O)Nc1ccc(F)c(Cl)c1 | 9.5 | 0.2 |

(further entries)
The line under a structure holds: FBW7 act	TEAD-YAP inh	MITF inh	GPR151 ag
O=C1c2ccccc2C(=O)N1Cc1nc2c3c4c(sc3ncn2n1)CCCCC4
→ -0.4	4.3	-4.8	1.4
CCOC(=O)c1ccc(Oc2nc(NC(C)(C)C)nc(N(C)C)n2)cc1
→ 0.2	-9.2	7.5	0.6
COc1ccccc1/C=C/C(=O)OCC(=O)COC(=O)/C=C/c1ccccc1OC
→ -0.1	2.3	-0.3	-1.4
CN(Cc1cnn(-c2ccc(F)cc2)c1)Cc1nc(-c2ccc3c(c2)OCO3)no1
→ -0.1	-4.0	6.8	-1.0
CC(=O)c1ccc(NC(=O)c2cc(C3CC3)on2)cc1
→ 0.1	-44.0	-4.3	-1.1
CC(C)n1cc(CN2CCc3nc(N4CCCC4)[nH]c(=O)c3C2)c2ccccc21
→ 0.1	-3.4	7.4	0.5
COc1cc(CN2CCNC(=O)C2CC(=O)N(C)Cc2ncc[nH]2)cc(OC)c1 (stereo not given)
→ 0.0	4.8	-2.3	2.7
Cc1ccc(Nc2nc(C(=O)N3CCN(c4ncccn4)CC3)cs2)c(C)c1
→ 0.0	10.4	21.2	2.3
Cc1cccc(C2(c3cccc(C)c3)CC2C(=O)Nc2cc(Cl)ccn2)c1 (stereo not given)
→ -0.1	-6.4	-4.8	0.2
O=S(=O)(Cc1ccccc1Cl)NCC1COC2(CCCCC2)O1 (stereo not given)
→ 0.0	-5.0	-3.4	-1.1
CNC(=O)CCc1nc(-c2ccc(C)cc2)no1
→ 0.3	-18.5	10.5	-1.1
CCNC(=O)c1ccc(OC)c(OC)c1
→ 0.1	3.0	10.7	0.4
CC(=O)N1N=C(c2ccc(Cl)cc2)OC1c1ccc2c(c1)OCO2 (stereo not given)
→ 0.5	2.7	4.9	-0.5
COC(=O)Cc1c(C)c2ccc(OCC(=O)c3ccc(OC)cc3)c(C)c2oc1=O
→ 0.3	4.7	-6.2	-0.9
Cc1nn(C)c(C)c1-c1cc(N)nc(N)n1
→ 0.0	-5.0	-0.2	0.3
NS(=O)(=O)c1ccc(CCNC(=O)c2cccc(I)c2)cc1
→ 0.0	6.0	4.5	-0.6
CC(C)(C)NC(=O)Cn1nnc(-c2ccc(NC(=O)C34CC5CC(CC(C5)C3)C4)cc2)n1
→ -0.1	1.1	-12.2	0.5
CCCc1ccc(Oc2nnnn2-c2ccc(C(=O)O)cc2)cc1
→ 0.0	-12.8	12.9	-2.0
